# Source: PubChem BioAssay (several laboratories)
# GPR55 antagonists – inhibition of LPI-stimulated GPR55 beta-arrestin translocation – imaging, U2OS, beta-arrestin-GFP, LPI agonist, primary screen (AID 2013); U2OS GPR55 beta-arrestin-GFP translocation imaging, LPI antagonism; higher % means a stronger effect; 290,000 tested, 0.13% active; one-dose inhibition, % at 10 µM; IC50 in µM for titrated hits;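 active = spots per cell inhibited over 60%, with over 100 cells counted and total cytoplasm intensity under 500,000; inconclusive = wells with under 100 cells, flagged as likely toxic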;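 note: U2OS cells stably carrying GPR55 and arrestin-GFP stimulated by 5 µM LPI near EC80; imaged beta-arrestin-GFP aggregate spots per cell after agonist stimulation; plate controls were LPI-stimulated DMSO wells for no effect and DMSO wells without LPI for full effect; some results filed as inactive read as strong as hits; confirmed hits need IC50 under 10 µM and bright autofluorescent wells are also inconclusive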
# SV40 large T antigen – TAg ATPase/helicase activity blockers – biochemical (AID 1903) | SV40 large T antigen ATPase/helicase inhibition assay; higher % means a stronger effect | inhibition, % at 20 µM; hits with a dose series show IC50 in µM | 310,000 tested, 0.39% active; in the data active = a potency from the dose series; inconclusive = inhibition mostly from about 32% at the one dose, without a potency; inactive = the rest, 99 in 100 with inhibition below about 32%; note: strong numbers were not always called active
# GPR35 arrestin U2OS – inhibition of zaprinast-stimulated GPR35 beta-arrestin translocation – imaging, U2OS, beta-arrestin-GFP, zaprinast agonist, primary screen (AID 2058); U2OS GPR35 beta-arrestin-GFP translocation imaging, zaprinast antagonism; higher % means a stronger effect; inhibition, % at 10 µM; hits with a dose series show IC50 in µM; 290,000 tested, 0.052% active;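 active = inhibition of at least 50% with at least 30 cells and total cytoplasm GFP at most 10,000,000; inconclusive = under 30 cells or total GFP of 10,000,000 plus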
# MgcRacGAP inhibition – MgcRacGAP GTPase-activating activity inhibitors, confirmation, biochemical, ADP Hunter fluorescence. MgcRacGAP-stimulated Rac1 GTP hydrolysis, ADP Hunter fluorescence; higher % means a stronger effect; GST-tagged Rac1 F28L mutant substrate. inhibition, % at 30 µM; hits with a dose series show IC50 in µM. 340,000 tested, 0.6% active;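 active = first-screen hits whose inhibition reached a set limit at any dose in the follow-up dose series; inconclusive = inhibition above the set first-screen limit but never retested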;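 note: fluorescence reports GDP produced by GAP-driven GTP hydrolysis; strong numbers were not always called active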
# NTR1 ag – agonists of NTR1, primary screen, imaging, U2OS cells, beta-arrestin-GFP, high content (AID 493036). P30989. NTR1-U2OS beta-arrestin-GFP spot imaging, agonist mode. activation, % at 20 µM. 330,000 tested, 0.17% active;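 active = activation at or above 40% of the spot to cytoplasm intensity ratio, with at least 20 cells analyzed; inconclusive = wells under 20 cells, flagged as cytotoxic or low count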;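 note: 0% = DMSO without peptide and 100% = 100 nM NTR1 peptide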
# Target sequence (P30989 whole entry, looked up): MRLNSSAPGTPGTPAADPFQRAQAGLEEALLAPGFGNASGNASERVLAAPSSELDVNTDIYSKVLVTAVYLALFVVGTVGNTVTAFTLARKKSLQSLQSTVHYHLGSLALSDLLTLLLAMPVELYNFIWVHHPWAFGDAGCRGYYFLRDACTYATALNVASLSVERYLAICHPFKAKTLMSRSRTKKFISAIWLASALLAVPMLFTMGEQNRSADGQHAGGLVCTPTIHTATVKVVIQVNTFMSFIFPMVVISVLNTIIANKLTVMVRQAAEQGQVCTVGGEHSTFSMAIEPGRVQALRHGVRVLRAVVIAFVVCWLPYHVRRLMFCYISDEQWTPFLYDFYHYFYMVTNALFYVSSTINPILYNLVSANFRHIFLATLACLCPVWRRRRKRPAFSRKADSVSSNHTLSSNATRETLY
# GPR55 beta-arrestin – GPR55 agonists via beta-arrestin recruitment, primary screen, imaging, U2OS cells, beta-arrestin-GFP redistribution (AID 1961); U2OS GPR55 beta-arrestin-GFP redistribution imaging; higher % means a stronger effect; activation, % at 10 µM, or EC50 in µM where a hit was titrated; 290,000 tested, 0.048% active;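 active = activation above 40% with more than 50 cells counted in the well; inconclusive = wells holding fewer than 50 cells, flagged as toxic or sparse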;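 note: U2OS osteosarcoma cells stably expressing GPR55 and beta-arrestin-GFP; plate controls were DMSO negative control for no effect and LPI positive control for full effect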
# AID2073 – disruptors of CaV2.2 binding to Mint1 – biochemical, HTRF (AID 2073). HTRF protein-protein interaction, Mint1-CaV2.2; higher % means a stronger effect. inhibition, % at 20 µM, or IC50 in µM where a hit was titrated. 290,000 tested, 0.19% active; in the data active = inhibition mostly above about 51%, no sharp cut-off; inconclusive = no clear call, values can overlap the other calls; inactive = mostly below about 53%; note: some results filed as inactive read as strong as hits
# Yfh1-off respiration – enhancers of respiration in Yfh1-depleted yeast, dose response, Friedreich's ataxia, plus single-dose screen (AID 1465); 220,000 tested, 0.074% active; one-dose fold induction at 50 µM; EC50 in µM for titrated hits; S. cerevisiae Yfh1-off respiration, WST-1 reduction, 72 h; higher fold induction means a stronger effect;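 active = fold induction of absorbance versus untreated yeast above a set limit, then at least 30% activation at any dose in follow-up; inconclusive = repeats straddling the limit, or above it without dose testing; inactive = fold induction below the set limit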;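 note: activators that raise dye reduction in frataxin-depleted yeast; strong numbers were not always called active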
# Dengue-2 NS5 capping – Dengue-2 NS5 methyltransferase inhibitors, primary screen, biochemical, confirmation dose response (AID 588689); Dengue-2 NS5 methyltransferase capping enzyme assay, biochemical; higher % means a stronger effect; inhibition, % at 25 µM; hits with a dose series show IC50 in µM; 340,000 tested, 0.3% active; in the data active = a potency from the dose series; inconclusive = inhibition above about 29% without an active follow-up result
# NTR1 ag cell count 20 µM – recorded beside NTR1 ag, whose call it bears; cell count; measured here: cell count, cytotoxicity flag
# Dengue-2 NS5 capping pilot replicate – further read-out of Dengue-2 NS5 capping, marked with its call; inhibition, %; measured here: pilot screen replicate inhibition
# An asterisk follows results filed as active; i = inactive; u = inconclusive; x = not tested or not shown.
# The first two entries (preview)
SMILES,GPR55 antagonists,SV40 large T antigen,GPR35 arrestin U2OS,MgcRacGAP inhibition,NTR1 ag,NTR1 ag cell count 20 µM,GPR55 beta-arrestin,AID2073,Yfh1-off respiration,Dengue-2 NS5 capping,others
COC(=O)C1C(=O)C2=C(CC1C)NC(=O)CC2c1ccc(O)c(OC)c1 (stereo unspecified),4%,14%,-3%,6%,0.5,71,0.3%,-2%,i,-4%,
CCOC(=O)c1ccccc1NC(=O)c1ccccc1N(C)S(C)(=O)=O,12%,-1%,3%,3%,0.7,54,-0.4%,2%,x,-4%,

# The listing, previewed entries included:
SMILES,GPR55 antagonists,SV40 large T antigen,GPR35 arrestin U2OS,MgcRacGAP inhibition,NTR1 ag,NTR1 ag cell count 20 µM,GPR55 beta-arrestin,AID2073,Yfh1-off respiration,Dengue-2 NS5 capping,others
COC(=O)C1C(=O)C2=C(CC1C)NC(=O)CC2c1ccc(O)c(OC)c1 (stereo unspecified),4%,14%,-3%,6%,0.5,71,0.3%,-2%,i,-4%,
CCOC(=O)c1ccccc1NC(=O)c1ccccc1N(C)S(C)(=O)=O,12%,-1%,3%,3%,0.7,54,-0.4%,2%,x,-4%,
CN(C)c1nc(N)nc(CSc2n[nH]c(-c3ccccc3)n2)n1,-12%,2%,-9%,15%,-1.0,81,-0.1%,-2%,i,-2%,Dengue-2 NS5 capping pilot replicate=0.3
COc1cc(-c2nn3c(-c4ccccc4)nnc3s2)cc(OC)c1OC,-5%,9%,-10%,5%,8.6,78,0.7%,12%,i,-8%,
O=C1OC(Nc2ccc3ncccc3c2)c2ccccc21 (stereo unspecified),6%,2%,8%,-2%,1.8,54,-0.3%,-2%,i,3%,
COc1cccc(C2=NO[C@@H]3C(=O)N(Cc4ccccc4)C(=O)[C@H]23)c1OC,4%,12%,-5%,6%,-1.4,82,-0.3%,-4%,i,-5%,
CC(NCc1ccc(OCC(N)=O)cc1)C12CC3CC(CC(C3)C1)C2 (stereo unspecified),45%,8%,-3%,4%,-0.8,55,0.3%,39%,x,1%,Dengue-2 NS5 capping pilot replicate=0.6
CCCCN(CCCC)CCCN1CC(=O)N2[C@@H](Cc3c([nH]c4ccccc34)C2(C)C)C1=O,2%,24%,0%,13%,1.1,77,0.0%,7%,x,-1%,
COC(=O)CCC(=O)N1CCCC(C(=O)c2cc(F)ccc2F)C1 (stereo unspecified),-7%,24%,-11%,10%,0.2,47,0.3%,-4%,x,0%,
CC(C(=O)Nc1sc2c(c1C#N)CCCCC2)N1C(=O)c2ccccc2C1=O (stereo unspecified),-6%,7%,6%,11%,2.2,49,-0.1%,-6%,i,-3%,
COCCN1C(=O)C(=O)/C(=C(/O)c2cccc(OC)c2)C1c1ccncc1 (stereo unspecified),-8%,9%,0%,5%,2.9,67,-0.2%,4%,i,-2%,
CC12CCC(C(=O)N(c3cccc(Cl)c3)C1=O)C2(C)C (stereo unspecified),11%,-3%,1%,1%,0.0,48,-0.3%,-11%,i,-4%,
COCCNC(=O)Cn1nc(-c2ccccc2OC)ccc1=O,3%,7%,-9%,11%,3.8,59,0.2%,33%,i,-6%,
O=C(OCC(=O)N1CCC(Cc2ccccc2)CC1)c1ccccc1,6%,11%,14%,12%,3.9,51,-0.2%,3%,i,-2%,
CCOc1ccc(N/C(N)=N/c2nc(CSc3nnnn3-c3ccccc3)cc(=O)[nH]2)cc1,3%,18%,1%,10%,0.0,69,-0.2%,3%,i,-13%,
COc1cccc(C(=O)CC(=O)C(=O)Nc2cc(Cl)c(OC)cc2OC)c1,29%,12%,1%,25%,0.8,55,0.1%,8%,i,8%,
CCc1ccc(CNC(=O)C2CC(=O)N(C3CCCC3)C2)cc1 (stereo unspecified),-6%,8%,13%,12%,0.6,60,-0.1%,9%,x,10%,
CC12CCC(C(=O)N(NC(=O)c3ccc(O)cc3)C1=O)C2(C)C (stereo unspecified),5%,1%,20%,0%,-0.8,53,0.2%,2%,i,-8%,
CCOc1ccc(C(=O)N2CCCC(c3nc(-c4cccs4)no3)C2)cc1 (stereo unspecified),9%,21%,-8%,9%,-1.1,51,-1.9%,6%,i,-2%,
CC[C@H](C)C(C(=O)N1CCN(C(=O)OC(C)(C)C)CC1)n1cc(C(CC(C)C)NC(=O)OC(C)(C)C)nn1 (stereo partly specified),4%,10%,13%,3%,-0.7,47,0.2%,10%,i,-4%,
CCOc1ccc(-n2c(C)c(C(=O)O)c3cc(OC)ccc32)cc1,6%,-8%,19%,0%,1.2,96,0.0%,6%,x,-6%,
CCOC(=O)c1cc(C#N)c(SCC(=O)Nc2ccc(C(C)=O)cc2)[nH]c1=O,3%,16%,-2%,-6%,2.3,63,-0.1%,6%,i,2%,
CSCc1cc(N2CCCC2)nc(-c2ccccc2)n1,-2%,1%,7%,-2%,5.4,43,0.0%,0%,i,-14%,
CCCC(=O)Nc1ccc(C(=O)Nc2nnc(COC)s2)cc1,10%,16%,3%,5%,2.5,92,0.6%,5%,i,-1%,
O=C(CN(C(=O)CCC(=O)Nc1nccs1)c1ccccc1F)NCC1CCCO1 (stereo unspecified),9%,9%,-5%,3%,-0.9,58,0.6%,2%,i,-9%,
COc1ccc(C)cc1S(=O)(=O)N(CC(=O)O)c1ccc(C)cc1,7%,9%,6%,-7%,0.4,78,0.6%,5%,i,-11%,Dengue-2 NS5 capping pilot replicate=-4.0
CCCN1CCN(CCCNC(=O)C2CCCN(c3nnc(-n4cccc4)s3)C2)CC1 (stereo unspecified),27%,10%,6%,13%,-0.1,32,-0.1%,0%,i,-1%,
CCOC(=O)CNC(=O)C1COc2ccccc2O1 (stereo unspecified),3%,9%,-9%,-1%,-0.4,45,-0.1%,8%,i,3%,
COc1ccc(-c2noc(CCCC(=O)NCCc3ccccc3)n2)cc1OC,1%,17%,16%,9%,-0.4,81,-0.1%,-6%,i,2%,
O=C(Cc1ccccc1)c1nc2ccccc2s1,-11%,1%,-3%,10%,1.2,41,-0.8%,-1%,i,-8%,
Cc1cc(C)c2c(=O)n(CC(=O)Nc3cccc(Cl)c3C)sc2n1,0%,9µM*,1%,8%,2.8,57,0.3%,18µM*,i,-20%,
CN(C)C(=O)NC1c2ccccc2-c2ccccc21,5%,1%,-21%,4%,-2.3,81,0.2%,40%,x,-4%,
Cc1cc(=O)[nH]c(-n2ncc(C#N)c2N)n1,4%,1%,-7%,-2%,0.4,71,0.4%,0%,i,-2%,
COc1ccc(Cl)cc1NC(=O)N1CCN(CCc2ccccc2)CC1,2%,12%,0%,7%,-1.1,53,-0.1%,1%,i,-2%,
CCCN1Cc2cccc(C(=O)NCc3cccs3)c2C1=O,9%,0%,-18%,7%,-0.4,56,0.1%,2%,x,3%,
COc1cc(NC(=O)c2ccccc2)c(OC)cc1Cl,12%,8%,14%,3%,0.6,31,0.0%,16%,i,-2%,
CC(C)N(Cc1nc(-c2ccc(Cl)cc2)no1)C(=O)C(c1ccccc1)c1ccccc1,40%,9%,-9%,-1%,2.7,81,-0.1%,4%,i,-3%,
CC1CC(C)CN(C(=O)CSc2ccsc2[N+](=O)[O-])C1 (stereo unspecified),6%,18%,2%,6%,-1.5,83,0.1%,-2%,i,-2%,
Cc1onc(-c2c(Cl)cccc2Cl)c1C(=O)NCc1cccs1,19%,12%,-7%,5%,1.3,58,-0.3%,2%,i,-4%,
CSc1ccc(-c2nc(CN3CCCCC3c3cccnc3)c(C)o2)cc1 (stereo unspecified),-4%,12%,-15%,11%,1.9,67,0.8%,14%,i,-7%,
Fc1ccc(Oc2nc(-c3ccccc3)nnc2C(F)(F)F)cc1,-10%,0%,15%,4%,0.2,45,0.2%,-5%,i,-12%,
CC(C)(Cc1ccc(O)cc1)NC(=O)CC(=O)N/N=C/c1ccc([N+](=O)[O-])cc1,3%,26%,-10%,7%,1.9,94,-0.1%,-15%,i,0%,
O=C(O)C1CC=C(Cl)CC1C(=O)NCc1ccccc1 (stereo unspecified),4%,0%,2%,5%,-1.3,74,0.0%,-4%,i,-3%,
Cc1cnc(CN2CCc3c([nH]c4ccccc34)C2CC(C)C)[nH]1 (stereo unspecified),-11%,9%,11%,1%,1.8,96,0.2%,5%,i,-7%,
COc1cccc(N(CC(=O)NCc2cccnc2)S(C)(=O)=O)c1,6%,7%,13%,7%,-1.5,81,-0.2%,-7%,i,-4%,
CSc1ccccc1C(=O)C1CCCN(S(=O)(=O)N(C)C)C1 (stereo unspecified),-3%,6%,-6%,5%,0.9,51,-0.2%,-7%,i,-1%,
CCc1nnc(NS(=O)(=O)c2ccc(N3C(=O)c4ccc(C(=O)O)cc4C3=O)cc2)s1,6%,0%,2%,9%,1.8,87,-0.1%,2%,i,-1%,
O=C(Nc1cccc2cccnc12)C1CCCC1,-8%,0%,6%,9%,1.6,57,0.8%,5%,i,-8%,
CN(NC(=S)Nc1ccc(OC(F)F)cc1)C(=S)Nc1ccc(OC(F)F)cc1,8%,18%,3%,2%,0.2,88,0.1%,-9%,i,-5%,
O=C(CN1C(=O)COc2ccccc21)NCc1ccccn1,12%,7%,12%,1%,1.6,66,-0.2%,0%,i,-8%,

# Later entries:
SMILES,GPR55 antagonists,SV40 large T antigen,GPR35 arrestin U2OS,MgcRacGAP inhibition,NTR1 ag,NTR1 ag cell count 20 µM,GPR55 beta-arrestin,AID2073,Yfh1-off respiration,Dengue-2 NS5 capping,others
COc1ccc([N+](=O)[O-])cc1-n1cccc1,2%,17%,-2%,4%,4.3,50,-0.3%,3%,i,-4%,
CCOC(CNC(=O)c1cccc([N+](=O)[O-])c1)OCC,-15%,4%,-5%,7%,2.2,53,0.0%,u,i,1%,
NNC(=O)CCCCCCCCCCOCCCCO,-11%,4%,-17%,6%,1.6,55,0.0%,-1%,i,4%,
CCOC(=O)C1CCN(C(=O)c2ccc(NS(=O)(=O)c3ccc(F)cc3C)cc2)CC1,4%,7%,0%,-3%,0.1,61,0.2%,-8%,i,-4%,
Cn1nnnc1SCCNC(=O)C1CCC(=O)N(Cc2ccccc2F)C1 (stereo unspecified),-8%,7%,41%,11%,-0.5,69,0.1%,3%,x,-6%,
BrCCOCCOc1ccc2ccccc2c1,8%,2%,1%,-1%,-1.6,121,-0.1%,-4%,i,-1%,
CC(=O)c1sc(NC(=O)c2c(F)cccc2F)nc1C,8%,2%,-16%,10%,0.1,63,0.6%,3%,i,-2%,
